# Screens (PubChem BioAssay)
# NR2F2 inh – inhibitors of human COUP-TFII (NR2F2). 370,000 tested, 0.7% active. inhibition, % at 8.6 µM. HEK293T NGFI-A luciferase reporter, luminescence. P24468;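 active = inhibition above a per-plate cutoff, mean inhibition of test wells between control levels plus 3 SD, cut at about 38% in these data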;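 also: cells cotransfected with COUP-TFII expression vector driving the NGFI-A reporter; 0% = median of COUP-TF2 test wells and 100% = reporter-only cells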
# Target sequence (P24468 whole entry, looked up): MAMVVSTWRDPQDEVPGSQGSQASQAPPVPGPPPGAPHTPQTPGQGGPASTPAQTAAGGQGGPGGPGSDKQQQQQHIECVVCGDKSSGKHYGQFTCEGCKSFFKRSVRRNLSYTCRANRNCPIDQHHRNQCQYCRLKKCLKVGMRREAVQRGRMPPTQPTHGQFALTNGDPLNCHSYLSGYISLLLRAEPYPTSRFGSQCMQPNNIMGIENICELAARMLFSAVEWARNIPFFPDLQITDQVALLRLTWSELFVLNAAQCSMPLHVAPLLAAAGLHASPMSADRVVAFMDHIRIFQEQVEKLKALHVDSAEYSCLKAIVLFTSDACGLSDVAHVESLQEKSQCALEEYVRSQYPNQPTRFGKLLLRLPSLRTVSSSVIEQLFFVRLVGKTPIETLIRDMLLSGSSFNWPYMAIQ
# KKLEB tox – reduces viability of KKLEB cystic fibrosis airway cells | 360,000 tested, 0.36% active | KKLEB CF airway cells viability, ATPlite luminescence, overnight; stronger effect = lower value; cells stimulated with P. aeruginosa culture filtrate | activity change (cytotoxicity), % at 5 µM | AID 602141;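 active = corrected activity change at or below -50% at 5 µM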
# Shn3 inh set2 – reduces Shn3 3'UTR luciferase signal in osteoblasts | Clone20 osteoblast Shn3 3'UTR firefly luciferase, 24 h | 360,000 tested, 0.52% active | inhibition, % at 12.5 µM;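 active = mean inhibition of at least 75% with every replicate also reaching 75%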;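 also: 0% = median of neutral control wells and 100% = pilot-screen positive control compound; some compounds past the cut are filed as inactive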
# CF NFkB block – cystic fibrosis NF-kB activation inhibition; KKLEB NF-kB-GFP reporter, PAF-induced, GFP fluorescence overnight; inhibition, % at 5 µM; 360,000 tested, 0.86% active; AID 588850;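 active = at least 50% inhibition at 5 µM, scaled per plate between neutral and stimulator controls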;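 also: PAF is a Pseudomonas aeruginosa culture filtrate used as stimulus; plate controls were PAF-stimulated DMSO wells for no effect and unstimulated DMSO wells for full effect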
# LMP1 NFkB inh – reduces LMP1-driven NF-kappaB luciferase signal; LMP1-induced NF-kappaB luciferase reporter cells, luminescence; inhibition, % at 12.5 µM; 350,000 tested, 0.69% active; in the data active = inhibition above about 41%;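 also: 0% = neutral control wells and 100% = reference inhibitor control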
# TWEAK Fn14 block – TWEAK-Fn14 signaling inhibition; TWEAK-stimulated Fn14 reporter cells, luciferase luminescence, 8 h; inhibition, % at 10 µM; 360,000 tested, 2% active; in the data active = inhibition above about 50%
# C8 TRAIL sens – caspase-8 TRAIL sensitization. AID 624354. inhibition (viability loss, TRAIL sensitization), % at 10 µM. NB7+C8 cells + TRAIL, ATPlite viability luminescence. 360,000 tested, 1% active;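 active = compounds causing at least 50% loss of cell viability in the single-dose screen, relative to plate controls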
# SRC1 inh – human NCOA1 inhibition; 360,000 tested, 0.12% active; AID 588354; inhibition, % at 3.6 µM; HEK293 GAL4-SRC1 luciferase reporter, luminescence; Q15788;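 active = inhibition above the campaign mean plus 3 SD, with each screening campaign given its own cutoff, cut at about 60% in these data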;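 also: 0% = DMSO treated cells and 100% = gossypol at 36 µM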
# TROY NFkB inh – blocks TROY-dependent signaling in reporter cells; Q293 LMP1-TROYcd NF-kB luciferase reporter, 4 h; inhibition, % at 10 µM; 360,000 tested, 0.98% active;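 active = compounds whose plate-normalised and pattern-corrected inhibition of the luciferase reporter signal at the single screening dose is 50% or more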
# LRH-1 inv ag – inverse agonists of human LRH-1 (NR5A2) | O00482 | HEK293T StAR-luciferase reporter, LRH-1 transfected, 24 h | inhibition, % at 3.6 µM | 360,000 tested, 0.13% active;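 active = inhibition above the mean inhibition of all tested compounds plus 3 SD, cut at about 73% in these data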;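 also: 0% = DMSO wells and 100% = reporter-only cells lacking LRH-1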
# Target sequence (O00482 whole entry, looked up): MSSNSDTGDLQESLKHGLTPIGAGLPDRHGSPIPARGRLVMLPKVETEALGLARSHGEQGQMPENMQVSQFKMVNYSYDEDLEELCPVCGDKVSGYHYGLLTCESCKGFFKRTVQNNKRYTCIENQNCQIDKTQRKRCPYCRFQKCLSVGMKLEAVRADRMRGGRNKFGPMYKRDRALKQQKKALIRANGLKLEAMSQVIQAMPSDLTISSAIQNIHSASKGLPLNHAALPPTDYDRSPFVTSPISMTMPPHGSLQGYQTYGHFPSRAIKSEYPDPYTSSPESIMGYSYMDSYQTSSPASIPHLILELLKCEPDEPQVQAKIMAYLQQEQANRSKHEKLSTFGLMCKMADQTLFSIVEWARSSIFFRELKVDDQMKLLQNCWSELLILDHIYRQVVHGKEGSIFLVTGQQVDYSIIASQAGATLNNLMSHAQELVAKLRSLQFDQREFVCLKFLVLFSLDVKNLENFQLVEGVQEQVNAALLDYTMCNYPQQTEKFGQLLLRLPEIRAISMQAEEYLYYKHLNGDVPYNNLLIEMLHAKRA
# NCOA3 inh – inhibits human SRC3 coactivator; 360,000 tested, 0.17% active; inhibition, % at 3.6 µM; HEK293 GAL4-SRC3 luciferase reporter, luminescence; AID 588352;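 active = inhibition above a per-campaign cutoff, the mean of all compounds plus 3 SD, cut at about 60% in these data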;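 also: 0% = DMSO-treated cells and 100% = gossypol-treated cells at 36 µM; higher means less SRC3-driven luciferase light from the GAL4 reporter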
# * marks the source's active call; other numbers are inactive results; · = not tested or not shown. This is a subset. The share of hits here may be higher or lower than overall.
# The opening 2 records, to show the layout:
SMILES,NR2F2 inh,KKLEB tox,Shn3 inh set2,CF NFkB block,LMP1 NFkB inh,TWEAK Fn14 block,C8 TRAIL sens,SRC1 inh,TROY NFkB inh,LRH-1 inv ag,NCOA3 inh
COc1ccc(C(=O)Nc2ccnn2C2CCN(Cc3ccn[nH]3)CC2)cc1,-6,2,7,-6,1,1,-14,11,-4,12,4
Cc1c(OCC(=O)N2C[C@H]3C[C@@H](C2)c2cccc(=O)n2C3)ccc2c3c(c(=O)oc12)CCCC3,-23,-12,-4,2,-1,-4,13,-11,0,13,3

# Main list, from the start:
SMILES,NR2F2 inh,KKLEB tox,Shn3 inh set2,CF NFkB block,LMP1 NFkB inh,TWEAK Fn14 block,C8 TRAIL sens,SRC1 inh,TROY NFkB inh,LRH-1 inv ag,NCOA3 inh
COc1ccc(C(=O)Nc2ccnn2C2CCN(Cc3ccn[nH]3)CC2)cc1,-6,2,7,-6,1,1,-14,11,-4,12,4
Cc1c(OCC(=O)N2C[C@H]3C[C@@H](C2)c2cccc(=O)n2C3)ccc2c3c(c(=O)oc12)CCCC3,-23,-12,-4,2,-1,-4,13,-11,0,13,3
O=C1CCCCC(=O)[C@H](O)C[C@H](COCc2ccccc2)O1,-10,·,·,·,·,-15,16,·,3,13,·
COc1cccc(-c2cc3nc(C)cc(N4CCN(C(=O)c5ccoc5)CC4)n3n2)c1,-6,-4,12,-11,6,1,-1,-11,12,-10,-6
Cc1cc(C)cc(NS(=O)(=O)c2coc(C(N)=O)c2)c1,-16,-10,8,2,5,-4,0,-7,10,6,-13
CCOC(=O)C1=C(C)OC(N)=C(C#N)C1c1ccc(C)o1 (stereo unspecified),6,2,12,11,0,13,14,-3,-11,-36,5
COc1ccccc1CC(=O)N1CCOCC1,8,2,2,-5,-12,-2,-9,-61,15,-3,6
CC(C)CC1(C)NC(=O)N(CC(=O)Nc2ccc(F)c(F)c2F)C1=O (stereo unspecified),10,6,23,6,9,-6,2,-21,0,3,-6
CCOC(=O)C1CCN(S(=O)(=O)Cc2ccccc2)C1=O (stereo unspecified),-3,-7,-3,-3,43*,0,1,12,22,0,-1
CC(=O)NNC1=Nc2ccccc2N(C)C(C)C1 (stereo unspecified),7,6,-9,-12,-8,-10,-5,-3,7,-5,13
CC(C)Sc1cc(Cl)nc(NC(=O)Nc2ccccc2)n1,-1,-1,-30,1,·,-17,91*,-18,-37,-16,-9
Cc1ccc(Nc2n[nH]c(=S)s2)cc1F,-22,2,3,14,-20,-22,10,-77,-17,-66,-45
CCOC(=O)c1[nH]c(C)c(/C(O)=C2\C(=O)C(=O)N(CCCN(CC)CC)C2c2cccnc2)c1C (stereo unspecified),23,5,·,7,-11,7,4,-7,8,16,-1
N#C/C(=C\c1c(N2CCN(Cc3ccccc3)CC2)nc2ccccn2c1=O)S(=O)(=O)c1ccccc1,-6,-1,7,9,-5,20,-14,6,-26,4,-4
C=C1CC2C(=O)N(Cc3cc(OC)ccc3OC)C(C(=O)OCC)(C(=O)OCC)C1N2C(=O)OC(C)(C)C (stereo unspecified),0,2,1,-30,-4,1,-4,-9,7,8,7
O=C(NC1CCCCC1)c1cc(-c2cccs2)on1,-24,-4,-130,-10,-37,-26,32,-219,-12,-76,-77
COC(=O)C1=C(C)N(Cc2ccccc2)C(=S)N[C@H]1c1cccc(F)c1,9,-9,-10,27,-10,-8,-11,9,2,-15,-9
Cc1ccc(NC(NC(=O)c2cccnc2)C(Cl)(Cl)Cl)cc1 (stereo unspecified),-5,3,8,2,-3,4,-17,-20,-10,20,24
COc1ccc(N2CCN(CCCNC(=O)C3(S(=O)(=O)c4ccc(Cl)cc4)CC3)CC2)cc1,·,0,0,2,-9,0,-5,-2,9,5,-7
CC(C)(C)c1cc(C(F)(F)F)n2ncc(-c3ccccc3)c2n1,-17,-7,24,28,5,3,0,5,28,1,14
CC(=O)c1ccc(OCCCC(=O)Nc2nnc(C3CC3)s2)cc1,-10,-21,14,-2,10,-14,-2,2,-4,23,-4
COc1ccc(CN2C(=O)c3ccccc3C2c2nnnn2Cc2ccccc2)cc1 (stereo unspecified),-11,·,·,·,·,-3,-9,·,4,4,·
CCCN(C)C[C@@H]1OCc2cnnn2CCCC(=O)N([C@H](C)CO)C[C@H]1C,-2,3,7,-32,1,-8,-1,3,-13,-8,-5
COc1ccc(N(C)S(=O)(=O)c2cccc(C(=O)Nc3nc(C)cs3)c2)cc1,-8,-6,-4,0,2,36,26,-4,27,25,19
CCCCCCC1(C)NC(=O)N(C(C)C(=O)Nc2ccc(N3CCOCC3)cc2)C1=O (stereo unspecified),0,8,-9,-12,-22,2,1,-7,-25,11,-7
COc1ccc(NC(=O)C(CC(C)C)NC(=O)C2CCC(C)CC2)c(OC)c1 (stereo unspecified),-2,-6,5,16,-5,-1,6,-21,-21,3,15
Cc1cc2oc(=O)cc(CN3CCN(S(=O)(=O)c4ccc5c(c4)OCCO5)CC3)c2cc1C,19,8,-9,10,15,-1,-8,-7,24,18,9
O=C(C1CCN(S(=O)(=O)c2cccs2)CC1)N1CCc2ccccc2C1,10,14,-2,4,-9,1,2,-21,-8,21,8
COCCNC(=O)CCCn1c(=O)c2ccccc2n(Cc2cccc([N+](=O)[O-])c2)c1=O,7,11,-38,-1,-1,-1,-17,-45,13,-7,4
CC(=O)Nc1c(C)ccc(CNC(=O)COc2cc(C)ccc2C)c1C,0,4,13,9,-4,3,-2,1,3,-19,19
Cc1cc(C)n(-c2nnc3n2N=C(c2c[nH]c4ccccc24)CS3)n1,0,-10,19,14,0,24,-2,-48,20,31,12
CC(C)C[C@@H](COCc1cccc(Cl)c1)N1CCN(C(=O)c2ccc(C(F)(F)F)cc2)CCC1=O,4,·,·,·,·,-1,4,·,3,16,·
CCOC(=O)C1CCN(C(=O)c2cc(OCC)c(OCC)c(OCC)c2)CC1,2,11,-12,-11,6,-8,0,6,10,-4,12
CC(C)NC(=S)NNc1ncnc2sc3c(c12)CC(C)(C)OC3,2,-5,-21,15,·,14,-13,2,-1,12,9
C#CCN(C[C@H]1[C@H](OC(=O)NC2CCCC2)[C@H](OC(=O)NC2CCCC2)C[C@H]2C(=O)N(c3ccccc3)C(=O)[C@@H]12)S(=O)(=O)c1ccc(C)cc1,-5,-10,-38,16,3,11,19,11,13,5,-30
O=C1CN(C(=O)CNCc2ccccc2Cl)c2ccccc2N1,-11,-9,5,8,-10,1,9,6,6,-11,10
NC(=O)c1oc2ccccc2c1NC(=O)CCc1ccccc1,-11,3,9,3,3,9,7,-9,-16,-11,-14
CCOc1ccc(S(=O)(=O)Nc2ccc3c(c2)OCO3)cc1,0,-2,42,-12,-4,11,-4,14,-8,24,-6
C=CCN1C(=O)C(CC(=O)Nc2ccccc2)S/C1=N/c1nccs1 (stereo unspecified),-11,6,13,-7,3,-22,-17,-8,-24,-29,0
CCCCn1c(N)c(N(CCOC)C(=O)c2cc3c(s2)CCC3)c(=O)[nH]c1=O,16,1,9,-16,4,-6,-10,-4,11,-5,-10
O=C(CCn1nnc2ccccc21)Nc1nnc(Cc2ccc(F)cc2)s1,-20,2,12,5,8,-6,-12,9,-7,14,5
CCCCn1c(N)c(N(Cc2ccccc2OC)C(=O)COc2cc(C)ccc2Cl)c(=O)[nH]c1=O,3,-8,-16,-10,12,-7,8,4,-7,-9,4
Cc1nnc(SCC(=O)N2CCN(c3ccccc3)CC2)n1C1CC1,6,-18,-16,-1,1,1,5,-7,4,6,3
O=c1c2ccccc2c(=O)n(-c2ccccc2)n1CCCCBr,6,-3,1,-2,·,0,-23,19,-6,22,-8
CCN(CC(=O)Nc1ccc(NC(C)=O)cc1)C(=O)c1cccc(Oc2ccccc2)c1,-21,4,1,-11,-3,13,-13,-10,30,-10,-10
CC1CCN(CC(C)OC(=O)c2ccc3c(c2)OCCO3)CC1 (stereo unspecified),-14,-8,-14,-12,6,-3,-3,-26,-36,-19,-9
Cc1csc(=O)n1CCC(=O)OCC(=O)Nc1cc([N+](=O)[O-])ccc1Cl,-2,-4,-11,9,1,-1,3,1,-1,-3,8
CCN(CC(=O)Nc1ccccc1C(=O)OC)S(=O)(=O)c1ccccc1,15,8,-7,-3,0,0,-11,0,-3,-19,6
Cc1cccnc1NC(=O)CN1C(=O)c2ccccc2S1(=O)=O,14,8,6,-29,-4,5,3,-10,-30,-26,-32
CC(C)OC(=O)C1Cc2ccccc2CN1S(=O)(=O)c1cccs1 (stereo unspecified),-17,-7,-3,8,-8,-1,9,-11,-18,8,7
O=C(Nc1ccc(S(=O)(=O)Nc2nccc(C3Cc4ccccc4C(=O)O3)n2)cc1)c1ccccc1 (stereo unspecified),-15,10,-2,7,-6,3,14,-6,2,-7,4
Cc1ccc(S(=O)(=O)Oc2cc(N)c3c(n2)CCC3)cc1,6,-7,13,10,14,-2,4,-6,17,24,8
Cc1ccc(NC(=O)CN(C)C(=O)CSc2nnc(NC(C)C)s2)cc1,-11,6,-11,0,-1,-11,-3,15,-1,17,1
O=C(Nc1ccc2ccccc2c1)c1cccc2ccccc12,-32,-9,8,9,-31,-41,10,-124,-60,-34,-111
CSc1nnc(C2CCCN(CC(=O)Nc3ccccc3N3CCOCC3)C2)n1C(C)C (stereo unspecified),-2,9,13,-5,0,7,0,-3,24,-22,1
CCOc1ccc(NC(=O)CCNS(=O)(=O)c2cccs2)cc1,-14,11,-8,0,3,4,6,3,-35,15,9
Cc1onc(-c2ccccc2Cl)c1C(=O)Nc1ccc(N2CCOCC2)cc1,6,4,8,4,0,-15,-3,5,12,12,12
CCOc1ccc(OCc2cccc(C(=O)N3CCCC3)c2)cc1,-25,4,-31,-29,54*,-6,26,-164,-61,-283,-103
COc1ccccc1-n1cc2c([N+](=O)[O-])cc([N+](=O)[O-])cc2n1,7,9,-7,-34,2,51*,27,-11,-32,-8,-5
O=C(c1csc2ccccc12)n1cccn1,11,5,1,-1,-2,21,-4,0,-27,2,9

# Additional compounds follow:
SMILES,NR2F2 inh,KKLEB tox,Shn3 inh set2,CF NFkB block,LMP1 NFkB inh,TWEAK Fn14 block,C8 TRAIL sens,SRC1 inh,TROY NFkB inh,LRH-1 inv ag,NCOA3 inh
CCCOP(=O)(OCCC)C1(Nc2ccc(C)cc2)CCCCC1,-10,-5,11,-14,2,0,-8,8,-5,16,14
COc1cc(C2=NOC(C(=O)N3CCOCC3)C2)cc(OC)c1OC (stereo unspecified),14,0,-8,1,-8,1,3,4,9,-9,10
Fc1ccc(NC(=S)NCCc2ccccn2)cc1,-8,11,6,0,-4,-15,-4,-1,5,-10,16
COC(=O)C(CCSC)NC(=O)CNS(=O)(=O)c1ccc(Br)cc1 (stereo unspecified),8,-6,1,-5,1,-4,-14,-2,-4,16,-12
Cc1ccc(-c2cc3nc(-c4ccccc4)cc(NCCCO)n3n2)cc1,-15,6,-17,-29,-11,1,12,-5,-30,-3,-44
O=C1C(=O)N(CNc2cccnc2)c2ccccc21,11,1,-21,12,-9,-4,9,-16,-11,-8,22
COc1ccccc1CNC(=O)COC(=O)CNS(=O)(=O)c1ccc(C)cc1,17,-4,-12,-8,7,2,6,-6,-19,6,2
COCCn1c(Cc2ccccc2)nnc1SCc1nc2ccccc2c(=O)[nH]1,-3,2,·,-2,-2,-3,-15,-6,-1,-2,-13
